MEX-5 binding = C. elegans MEX-5 TCR-2 RNA binding activity; Q9XUB2; MEX-5/FITC-TCR2 RNA binding, fluorescence polarization; hits give low values; activity score (negative = inhibition of binding), % at 10 µM; 300,000 tested, 0.38% active; AID 1832;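 active = inhibition past about -25% in most replicates, and total fluorescence under double the plate's negative control median, limit read from the data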;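 note: 0% = DMSO and -100% = 5 µM competing unlabeled TCR2 RNA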
PME-1 primary = PME-1 (human) inhibition. 320,000 tested, 0.53% active. recombinant PME-1, FP-Rh probe fluorescence polarization. inhibition, % at 5.9 µM. AID 2130;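 active = inhibition above the campaign mean of all compounds plus 3 SD, cut at about 26% in these data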;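 note: competitive labeling of PME-1 active site by serine hydrolase directed probe; 0% = PME-1 with DMSO and 100% = wells lacking PME-1 enzyme; inhibitors block probe labeling so polarization falls and inhibition rises; many of its hits are not listed in these tables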
PAD4 inh = inhibitors of human PAD4 | Q9UM07 | recombinant PAD4, RCA probe fluorescence polarization | inhibition, % at 6.36 µM | 330,000 tested, 0.41% active;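 active = percent inhibition above a cutoff equal to the mean of all tested compounds plus 3 SD, cut at about 15% in these data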;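 note: 0% = PAD4 with RCA probe and DMSO and 100% = probe without PAD4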
Fam108B counter = blocks mouse Fam108B hydrolase in RBBP9 counter-screen; recombinant Fam108B, FP-Rh probe fluorescence polarization; inhibition, % at 9.51 µM; 300,000 tested, 0.33% active;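 active = inhibition above the screen mean inhibition plus 3 SD, computed separately per campaign, cut at about 18% in these data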;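 note: inhibitors lower polarization as less probe binds the enzyme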
GLD-1 RNA inh = GLD-1-TGE RNA interaction inhibition (C. elegans) | Q17339 | purified GLD-1 + fluorescein TGE RNA, fluorescence polarization | inhibition, % at 5.96 µM | 320,000 tested, 0.44% active | AID 2280;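 active = percent inhibition above a per-plate cutoff, the plate mean of test compounds plus 3 SD, cut at about 30% in these data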;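 note: 0% = DMSO wells with GLD-1 and probe and 100% = wells lacking GLD-1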
MCL1 BIM primary = MCL1-BIM-BH3 interaction inhibition (human). 320,000 tested, 0.68% active. inhibition, % at 10.9 µM. GST-MCL1 / FITC-Bim-BH3 fluorescence polarization. Q07820;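 active = inhibition above the mean inhibition of all tested compounds plus 3 SD, set per campaign, cut at about 40% in these data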;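 note: 0% = DMSO wells and 100% = unlabeled Bim-BH3 peptide control; higher means more loss of mP so more displacement of Bim peptide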
GSTO1 counter = blocks human GSTO1 in RBBP9 counter-screen; P78417; AID 1974; inhibition, % at 5.96 µM; 300,000 tested, 1.1% active; recombinant GSTO1, activity-based probe fluorescence polarization;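 active = inhibition above the campaign mean inhibition plus 3 SD, cut at about 35% in these data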;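 note: 0% = GSTO1-1 with DMSO and 100% = wells lacking GSTO1-1 enzyme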
BCLXL inh = blocks human Bcl-xL binding to Bim BH3 peptide | Q07817 | GST-Bcl-xL / FITC-Bim BH3 peptide fluorescence polarization | inhibition, % at 10.9 µM | 320,000 tested, 0.7% active | AID 2129;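 active = inhibition above the mean of all tested compounds plus 3 SD, cutoff set per campaign, cut at about 30% in these data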;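 note: 0% = DMSO wells and 100% = unlabeled Bim-BH3 peptide competitor; inhibitors lower millipolarization by displacing the labeled peptide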
TPT1 inh = blocks Candida albicans tRNA 2'-phosphotransferase | recombinant caTPT1, FP RNA substrate dephosphorylation | inhibition, % at 5 µM | 300,000 tested, 0.81% active | AID 1962;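 active = inhibition above the mean of all tested compounds plus 3 SD, set per screening campaign, cut at about 24% in these data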;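 note: plate controls were DMSO alone for no effect and ferristatin control at 100 nM for full effect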
The depositor's hits bear a star; . = no result given; & = joins results of further samples. Some of the compounds tested; rates above refer to the full screens.

SMILES	MEX-5 binding	PME-1 primary	PAD4 inh	Fam108B counter	GLD-1 RNA inh	MCL1 BIM primary	GSTO1 counter	BCLXL inh	TPT1 inh
O=C(NS(=O)(=O)Oc1ccccc1F)OC[C@@H]1CCCN2CCCCC12 (stereo partly drawn)	0.7	0	-7	0	7	6	-4	7	0
CCOC(=O)c1ccc(NC(=O)C(=O)NCc2ccccn2)cc1	0.9	0	0	6	-9	-1	4	5	-1
Cc1cccc(NC(=O)CSc2n[nH]c(-c3ccncc3)n2)c1	-0.4	2	3	6	1	-1	-5	3	-3
Cc1nn(Cc2nc(-c3cccs3)no2)c(C)c1Br	0.1	2	-1	2	1	6	4	5	-4
COc1ccc(Cc2nnc(SCC(=O)Nc3ccc(C)cc3)n(N)c2=O)cc1	1.1	5	1	3	-2	1	24	3	3
COc1cc(NS(=O)(=O)c2ccc(C)cc2)ccc1-n1cnnn1	0.5	5	1	0	5	3	2	2	-1
CN(C)CCCOC(=O)CCc1ccccc1	0.4	-4	-2	-5	6	-5	4	8	-1
O=C(CNC(=O)c1ccc(Oc2ccccc2)cc1)OC1CCCCC1=O (stereo not drawn)	2.3	-10	7	-2	4	7	7	0	0
O=C(CNCC1CCCCC1)Nc1ccc(N2CCCCC2)cc1	-3.9	6	-5	-1	6	5	-4	5	2
C=CCOc1ccc2ccccc2c1CNc1ncn[nH]1	0.2	2	-2	2	2	6	5	-2	-2
CCN(CC)C(=O)c1cc(S(=O)(=O)N2CCCCC2)c[nH]1	4.0	4	2	-1	-12	2	3	-1	5
Cc1ccccc1C(=O)N1CCC(C(=O)Nc2sccc2C(N)=O)CC1	.	-1	2	.	7	5	.	3	.
O=C(COc1ccccc1)NS(=O)(=O)c1ccc(Cl)cc1	-0.1	-2	0	2	3	0	8	0	0
CCCCOc1cccc(C(=O)NC(=S)Nc2cccc(C(F)(F)F)c2)c1	0.0	-9	1	-11	0	5	-2	-8	-3
COc1cc(OC)c(C(=O)NCC(c2cccs2)N(C)C)cc1OC (stereo not drawn)	-0.4	1	3	3	0	0	5	-5	0
Cc1ccc(C(=O)N/N=C\c2ccc(-c3ccc([N+](=O)[O-])cc3)o2)cn1	-13	-4	0	-3	-14	-13	-1	-11	11
COC(=O)c1c(NC(=O)c2ccccc2F)sc2c1C(C(=O)OC)CC2 (stereo not drawn)	-0.3	0	7	0	4	1	0	-1	-2
Cc1c(Cl)cccc1NC(=S)NCc1ccc2c(c1)OCO2	3.0	-4	-2	4	9	12	0	2	-2
CC(C)CNC(=O)CSc1n[nH]c(=O)n1CCc1ccccc1	-0.2	-1	-2	-3	-3	5	-2	1	1
CCc1ccc2[nH]c(=O)c(CN(Cc3ccc(F)cc3)C(c3nnnn3CCN3CCOCC3)C(C)C)cc2c1 (stereo not drawn)	1.7	7	-1	1	3	2	-2	2	-1
CCOC(=O)c1c(NC(NC(C)=O)C(Cl)(Cl)Cl)sc2c1CCCC2 (stereo not drawn)	0.3	5	-5	1	-2	-1	2	-5	-2
O=C(NCC1CCCO1)c1ccc(CS(=O)(=O)c2ccc(Cl)cc2)o1 (stereo not drawn)	0.2	-1	-6	-6	0	0	7	3	0
CCCn1c(=O)c2c(nc3n2CCCN3CCc2ccccc2)n(C)c1=O	2.4	2	-4	0	-4	-9	-5	3	0
CCOc1ccccc1C1CC(=O)Nc2cc3c(cc21)OCCO3 (stereo not drawn)	0.6	6	-3	0	2	5	-1	0	3
CCCCCCOc1ccc(/C=c2\s/c(=C(/C#N)C(=O)NCc3ccco3)n(-c3ccccc3)c2=O)cc1	-4.7	2	-2	-4	-2	0	-4	0	0
SMILES	MEX-5 binding	PME-1 primary	PAD4 inh	Fam108B counter	GLD-1 RNA inh	MCL1 BIM primary	GSTO1 counter	BCLXL inh	TPT1 inh
Fc1ccc(Cn2nnnc2C(c2cccs2)N2CCN(C3CCCCC3)CC2)cc1 (stereo not drawn)	-0.5	4	-6	4	-3	-1	5	0	1
O=c1c(N2CCCCC2)coc2ccccc12	3.7	1	1	-2	0	0	-8	3	4
Cc1cc(SCC(=O)NC2CCCCC2)nc2ccccc12	-0.5	0	-3	1	-1	8	-1	7	-2
O=C(CSc1nncs1)N1CCN(C(=O)c2ccco2)CC1	0.3	-2	-5	6	0	4	-8	3	4
COc1ccc(C)cc1NC(=S)N1CCN(S(C)(=O)=O)CC1	1.4	-1	2	1	2	8	8	5	-1
O=C(Nc1ccc(F)cc1F)c1ccccc1NC(=O)C1CC=CCC1C(=O)O (stereo not drawn)	-0.2	6	0	0	-9	-3	-2	2	-2
CCCOc1ccc(-c2c(C(=O)N/N=C(\C)c3cccnc3)nnn2-c2nonc2N)cc1	-2.2	4	-1	3	0	-5	-14	0	2
COc1ccc(CN2CCN(C(=O)CN3C(=O)C4C5C=CC(C5)C4C3=O)CC2)c(OC)c1OC (stereo not drawn)	-2.8	-2	0	3	14	-2	5	-1	-2
COc1ccc(S(=O)(=O)N2CCC(C(=O)NCc3ccc(C)cc3)CC2)cc1	1.9	7	3	3	4	2	1	2	-2
CC(NC(N)=O)C(=O)OCc1ccc(Cl)cc1Cl (stereo not drawn)	0.5	-2	1	-1	6	2	4	5	-3
COC(=O)c1cccc2c1NC(=O)C2=O	0.3	-8	2	1	2	2	51*	2	-5
CC(C)(O)C#Cc1ccc(C(=O)N2CCCC(CNS(=O)(=O)c3cccs3)C2)o1 (stereo not drawn)	0.5	-6	7	-1	-2	9	0	4	5
O=C1CCCc2c1cnc1ncnn21	1.1	4	2	2	5	14	2	9	-2
NC(=O)c1ccc(N2CCN(c3ccccc3F)CC2)c([N+](=O)[O-])c1	0.3	4	-3	2	7	-2	-2	-3	0
O=C(CCC(=O)N1CCN(c2ccccc2F)CC1)N1CCN(c2ccccc2)CC1	-0.5	2	-6	2	3	14	0	7	-2
CC(C)COc1ccc(C(=O)NC(CC(C)C)C(=O)O)cc1 (stereo not drawn)	-3.9	9	-2	4	-6	-4	8	-1	-1
COc1ccc(NC(=O)CSc2nncc3ccccc23)cc1	-0.8	6	10	2	2	8	5	6	-4
N[C@@H](Cc1cc(I)c(Oc2ccc(O)c(I)c2)c(I)c1)C(=O)O	0.7&2.5	-10&-2	-15&-5	9&-1	0&0	17&-6	34&10	3&1	3&1
O=C(NC1CCS(=O)(=O)C1)c1ccc(S(=O)(=O)N2CCCC2)cc1 (stereo not drawn)	-1.5	-2	-1	1	2	3	4	1	0
CCOC(=O)C1=C(O)CSC1=Nc1cccc(Cl)c1	2.2	-7	3	-1	2	0	0	-3	2
O=C(O)CNC(=O)C(Cc1ccccc1)NC(=O)OCc1ccccc1 (stereo not drawn)	-0.9	0	-2	-3	5	2	-13	2	0
COc1cc(/C=N\NC(=O)CNC(=O)C2COc3ccccc3O2)ccc1O (stereo not drawn)	-1.5	-7	5	4	2	2	3	-1	4
C/C(=N\Nc1ccc(F)cc1F)c1cccs1	-1.0	9	-5	4	4	8	2	12	-2
CCOc1ccc(N(CC(=O)Nc2ccccc2OCC)S(=O)(=O)c2c(C)noc2C)cc1	1.4	-4	5	0	2	0	1	5	-2
CCCCNC(=S)N=Nc1c(O)[nH]c2ccccc12	-1.0	6	-2	1	5	12	-18	10	1

Nothing new here: six of the compounds above.
SMILES	MEX-5 binding	PME-1 primary	PAD4 inh	Fam108B counter	GLD-1 RNA inh	MCL1 BIM primary	GSTO1 counter	BCLXL inh	TPT1 inh
CC(NC(N)=O)C(=O)OCc1ccc(Cl)cc1Cl (stereo not drawn)	0.5	-2	1	-1	6	2	4	5	-3
COC(=O)c1cccc2c1NC(=O)C2=O	0.3	-8	2	1	2	2	51*	2	-5
CC(C)(O)C#Cc1ccc(C(=O)N2CCCC(CNS(=O)(=O)c3cccs3)C2)o1 (stereo not drawn)	0.5	-6	7	-1	-2	9	0	4	5
O=C1CCCc2c1cnc1ncnn21	1.1	4	2	2	5	14	2	9	-2
NC(=O)c1ccc(N2CCN(c3ccccc3F)CC2)c([N+](=O)[O-])c1	0.3	4	-3	2	7	-2	-2	-3	0
O=C(CCC(=O)N1CCN(c2ccccc2F)CC1)N1CCN(c2ccccc2)CC1	-0.5	2	-6	2	3	14	0	7	-2

Reformatted: entries from further up
canonical_smiles | MEX-5 binding | PME-1 primary | PAD4 inh | Fam108B counter | GLD-1 RNA inh | MCL1 BIM primary | GSTO1 counter | BCLXL inh | TPT1 inh
O=c1c(N2CCCCC2)coc2ccccc12 | 3.7 | 1 | 1 | -2 | 0 | 0 | -8 | 3 | 4
Cc1cc(SCC(=O)NC2CCCCC2)nc2ccccc12 | -0.5 | 0 | -3 | 1 | -1 | 8 | -1 | 7 | -2

(listing goes on)
SMILES	MEX-5 binding	PME-1 primary	PAD4 inh	Fam108B counter	GLD-1 RNA inh	MCL1 BIM primary	GSTO1 counter	BCLXL inh	TPT1 inh
COc1ccccc1N1CCN(/N=C/C(Cl)=C/c2ccccc2)CC1	2.0	-2	8	4	5	10	4	4	2
CC(=O)c1ccc(NC(=S)NC(=O)CC(C)C)cc1	1.0	4	-4	-1	8	9	-1	4	-1
Fc1ccc(-c2nnc(CN3CCN(c4ncc(C(F)(F)F)cc4Cl)CC3)o2)cc1	1.2	-3	-5	0	0	-2	-5	-6	-2
COC(=O)c1[nH]c2ccc(C)cc2c1NC(=O)CN1CCc2cc(OC)c(OC)cc2C1	2.0	-3	3	4	3	-15	10	-10	-2
Cc1c(C(=O)N2CCOCC2)[nH]c2c1C(=O)CC(c1ccccc1Cl)C2 (stereo not drawn)	0.3	4	0	-4	-6	5	-1	5	0
O=C1C=C(/C=C/c2ccccc2)C[C@@H](c2ccc(F)cc2)C1	.	-5	-1	.	0	-10	.	-3	.
COc1cccc(OCc2cc(C(=O)N3CCNC(=O)C3Cc3ccccc3)no2)c1 (stereo not drawn)	0.4	-2	-5	-3	-6	6	3	4	-2
CCCOC1CCCN(C(=O)c2cc(COc3ccc(-n4cncn4)cc3)on2)C1 (stereo not drawn)	-5.2	0	-7	-6	-1	-5	-1	1	2
CC(=O)c1cccc(NC(=O)CC2Oc3ccc(C)cc3NC2=O)c1 (stereo not drawn)	1.0	1	1	2	1	8	-1	2	-2
Cc1cc(C)cc(Oc2coc3cc(O)ccc3c2=O)c1	0.8	-8	4	-3	4	-3	17	4	-1
CC(C)CNC(=O)COC(=O)c1cc(S(=O)(=O)N2CCCCC2)ccc1N1CCOCC1	0.9	3	-1	8	-5	0	7	2	-3

Screening results (PubChem)
